# Screening results (PubChem)
# TRAIL sens C8 – sensitizes caspase-8 expressing cells to TRAIL. NB7+C8 cells + TRAIL, ATPlite viability luminescence. inhibition (viability loss, TRAIL sensitization), % at 10 µM. actives 1% (n = 360,000). AID 624354;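 active means compounds causing at least 50% loss of cell viability in the single-dose screen, relative to plate controls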
# TWEAK Fn14 block – TWEAK-Fn14 signaling inhibition; TWEAK-stimulated Fn14 reporter cells, luciferase luminescence, 8 h; AID 1159606; inhibition, % at 10 µM; actives 2% (n = 360,000); in the data active means inhibition above about 50%
# NCOA3 inh – inhibits human SRC3 coactivator; Q9Y6Q9; HEK293 GAL4-SRC3 luciferase reporter, luminescence; inhibition, % at 3.6 µM; actives 0.17% (n = 360,000);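 active means inhibition above a per-campaign cutoff, the mean of all compounds plus 3 SD, cut at about 60% in these data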;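 further: 0% = DMSO-treated cells and 100% = gossypol-treated cells at 36 µM; higher means less SRC3-driven luciferase light from the GAL4 reporter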
# CF NFkB block – blocks PAF-induced NF-kB reporter in cystic fibrosis cells. AID 588850. KKLEB NF-kB-GFP reporter, GFP fluorescence overnight. inhibition, % at 5 µM. actives 0.86% (n = 360,000);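 active means at least 50% inhibition at 5 µM, scaled per plate between neutral and stimulator controls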;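 further: PAF is a Pseudomonas aeruginosa culture filtrate used as stimulus; plate controls were PAF-stimulated DMSO wells for no effect and unstimulated DMSO wells for full effect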
# KKLEB cytotox – CF airway cell cytotoxicity counter-screen. KKLEB CF airway cells viability, ATPlite luminescence, overnight; active compounds read low; cells stimulated with P. aeruginosa culture filtrate. activity change (cytotoxicity), % at 5 µM. actives 0.36% (n = 360,000);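 active means corrected activity change at or below -50% at 5 µM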
# Shn3 inh set2 – reduces Shn3 3'UTR luciferase signal in osteoblasts. inhibition, % at 12.5 µM. actives 0.52% (n = 360,000). Clone20 osteoblast Shn3 3'UTR firefly luciferase, 24 h;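 active means mean inhibition of at least 75% with every replicate also reaching 75%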;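 further: 0% = median of neutral control wells and 100% = pilot-screen positive control compound; some compounds past the cut are filed as inactive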
# EBV LMP1 NFkB – inhibitors of Epstein-Barr LMP1-induced NF-kappaB reporter. actives 0.69% (n = 350,000). inhibition, % at 12.5 µM. LMP1-induced NF-kappaB luciferase reporter cells, luminescence; in the data active means inhibition above about 41%;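 further: 0% = neutral control wells and 100% = reference inhibitor control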
# SRC1 inh – human NCOA1 inhibition. Q15788. inhibition, % at 3.6 µM. actives 0.12% (n = 360,000). HEK293 GAL4-SRC1 luciferase reporter, luminescence;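 active means inhibition above the campaign mean plus 3 SD, with each screening campaign given its own cutoff, cut at about 60% in these data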;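 further: 0% = DMSO treated cells and 100% = gossypol at 36 µM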
# NR5A2 inv ag – NR5A2 inverse agonism in reporter assay | HEK293T StAR-luciferase reporter, LRH-1 transfected, 24 h | inhibition, % at 3.6 µM | actives 0.13% (n = 360,000) | O00482;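 active means inhibition above the mean inhibition of all tested compounds plus 3 SD, cut at about 73% in these data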;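 further: 0% = DMSO wells and 100% = reporter-only cells lacking LRH-1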
# NR2F2 inh – NR2F2 (human) inhibition, primary screen. HEK293T NGFI-A luciferase reporter, luminescence. inhibition, % at 8.6 µM. actives 0.7% (n = 370,000);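 active means inhibition above a per-plate cutoff, mean inhibition of test wells between control levels plus 3 SD, cut at about 38% in these data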;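 further: cells cotransfected with COUP-TFII expression vector driving the NGFI-A reporter; 0% = median of COUP-TF2 test wells and 100% = reporter-only cells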
# TROY signal inh – TROY signaling inhibition. Q293 LMP1-TROYcd NF-kB luciferase reporter, 4 h. inhibition, % at 10 µM. actives 0.98% (n = 360,000). AID 1347056;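 active means compounds whose plate-normalised and pattern-corrected inhibition of the luciferase reporter signal at the single screening dose is 50% or more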
# An asterisk follows results filed as active; . = not tested or not shown. Only part of the results is shown; rates above refer to the full screens.
SMILES,TRAIL sens C8,TWEAK Fn14 block,NCOA3 inh,CF NFkB block,KKLEB cytotox,Shn3 inh set2,EBV LMP1 NFkB,SRC1 inh,NR5A2 inv ag,NR2F2 inh,TROY signal inh
CC1(C(=O)NS(=O)(=O)c2cccs2)CCN1C(=O)CC1CCCC1 (stereo not drawn),-6,-15,9,9,-12,-19,.,15,25,5,-20
CC(NS(=O)(=O)c1ccc2[nH]c(=O)[nH]c2c1)c1ccc(F)cc1 (stereo not drawn),-8,-4,11,-14,-3,6,3,0,-4,3,-1
O=S(=O)(Cc1ccccc1)Oc1ccccc1,-4,-2,-2,-11,12,-4,3,3,5,2,-23
CNc1nc(C)nc(N/N=C/c2ccccc2)n1,1,-7,-38,-7,16,-1,-3,-14,-32,-13,-7
CCCn1c(SCC(=O)NC2CCCC2)nnc1-c1cccnc1,12,-5,-3,4,9,0,-3,15,0,1,11
[C-]#[N+][C@H](O[C@@H]1O[C@H](CO)[C@@H](O)[C@H](O)[C@H]1O)c1ccccc1,13,23,-18,-8,2,-2,-2,-17,-10,-16,-11
COC(=O)[C@@]12CCCN1[C@H](c1ccc(-c3cccc(Cl)c3)cc1)[C@H]1C(=O)N(C)C(=O)[C@H]12,5,14,6,2,8,8,1,4,5,23,-18
O=C(NCc1ccc2c(c1)OCO2)C12CC3CC(CC(C3)C1)C2,-2,-2,17,7,3,21,-6,0,-2,-15,-8
CCN(C[C@H]1N[C@@](CC)(C(=O)OC)[C@H]2C(=O)N(Cc3ccccc3)C(=O)[C@@H]12)S(=O)(=O)c1ccc(C(C)(C)C)cc1,-3,10,2,24,-11,14,-1,1,-4,-3,13
CCOc1ccccc1NC(=O)c1nc(S(=O)(=O)Cc2cccc(C)c2)ncc1Cl,93*,79*,-8,87*,-102*,98*,66*,-5,12,-33,71*
O=C(NCC(=O)N1CCCC(C(F)(F)F)C1)c1ccccc1Br (stereo not drawn),3,4,4,16,-4,-28,3,-16,19,-10,14
CCOC(=O)c1[nH]c(C)c(CCC(=O)OC)c1C,-1,5,8,-1,-13,-1,5,-17,3,-1,2
N#C/C(=C/c1cn(CC(=O)O)c2ccccc12)C(=O)NCc1ccccc1,9,-17,8,-16,2,0,-11,7,4,-14,10
Clc1ccc(CSc2nnc(/C=C/c3ccccc3)o2)cc1,-8,3,-7,-2,-12,.,-6,3,-7,-2,-1
c1ccc(C2Oc3ccccc3C3CC(c4cccs4)=NN32)cc1 (stereo not drawn),-3,4,-47,-13,12,-13,-6,-14,-54,-48,-50
O=C(Nc1ccc2nn(-c3ccccc3)nc2c1)c1cccs1,-5,-21,-52,-18,17,-23,-36,-46,-75,-27,-19
CCCc1c(C)c2ccccc2[nH]c1=O,8,-2,-17,2,7,-6,-10,-15,-3,-25,-19
O=C1CC(SCc2nc3ccccc3[nH]2)C(=O)N1c1ccc(Cl)cc1 (stereo not drawn),-12,2,8,-11,-1,8,-17,-13,-2,-11,1
CCOC(=O)Nc1ccccc1C(=O)Nc1cc(C)cc(C)c1,1,31,3,-15,2,8,5,3,20,0,-2
Cc1cc(NC(=O)C(C)SCC(=O)Nc2cc(C(F)(F)F)ccc2N2CCCCC2)no1 (stereo not drawn),13,2,12,-10,-2,15,-14,-8,-9,-3,-3
O=C(Nc1ccccc1NC(=O)c1c(F)cccc1F)c1c(F)cccc1F,18,-11,19,10,0,3,8,12,9,5,9
Cc1ccc(N2C(=O)CC(Nc3ccc(Cl)c(S(=O)(=O)N(C)C)c3)C2=O)c(C)c1 (stereo not drawn),-6,-1,0,-8,-8,12,0,-45,-2,0,-2
O=c1cc(O)nc(SCc2ccccc2)[nH]1,1,-5,-3,-6,12,-2,1,-9,5,6,-19
CCOc1ccc(NC(=O)N(CCN(C)C)C(C)c2cccnc2)cc1 (stereo not drawn),-3,6,9,10,5,.,-4,-5,-7,6,16
O=C1CCCc2c1cc(-c1ccccc1)n2-c1ccccc1,-1,7,23,-70,-23,22,3,16,0,-23,5
COc1ccccc1C(=O)N/N=C1/NC(=O)CC(C(=O)Nc2ccccc2)S1 (stereo not drawn),5,6,3,2,1,9,7,19,-20,14,-22
Cc1oc(-c2ccccc2F)nc1CS(=O)(=O)CC(=O)N1CCN(Cc2ccccc2)CC1,-13,13,7,-7,14,-8,8,14,12,6,0
Cc1ccc(/C=C/C(=O)OCC(=O)Nc2ccccc2Sc2ccccc2)cc1,-17,8,-4,21,-1,5,14,3,-24,7,4
Cc1c(NC(=S)NC(=O)c2cccc3ccccc23)cccc1C(=O)O,-4,-3,-8,-4,-4,1,-4,-49,-12,-3,-15
COc1cccc(C2=CC(=O)C[C@H](c3ccc(F)cc3)C2)c1OC,-10,-28,-28,20,-7,3,5,5,-26,-20,-28
Cc1c(-c2ccccc2)n(O)c(-c2ccc(N(C)C)cc2)[n+]1[O-],1,4,-28,-10,6,-11,-9,-24,-44,5,-10
COc1ccc(C2=Nn3c(nnc3-c3ccccc3F)SC2)cc1OCC1CC1,4,13,-43,38,-44,15,16,-28,37,-4,51*
COC(=O)C1=C(C(=O)OC)[C@@H]2N(C)c3ccccc3[C@@]23C[C@@H](C(=O)OC)N(C(=O)c2cccs2)C3=N1,10,25,2,30,-6,-9,-1,5,-18,10,24
O=C(CSc1nc2c(c(=O)n1-c1ccc(F)cc1)SCC2)N1CCCC1,-13,2,5,6,-10,-24,-3,-4,-7,.,10
CSc1nc(Oc2ccc(Cl)cc2)c2sccc2n1,7,-20,11,23,-7,4,3,-7,-3,3,-4
COc1ccccc1[C@H]1C(c2cccc(C)c2)=NN(c2ccccc2)[C@@H]1CO,9,-37,-1,29,-5,12,-7,-27,10,3,-17
Cc1ccccc1NN1C(=O)C=CC1=O,-4,18,23,8,-2,6,2,10,6,-15,14
Brc1cc2c(cc1C1Nc3ccccc3C3C=CCC31)OCO2 (stereo not drawn),1,19,14,1,2,24,-12,13,31,-5,-2
CSc1cccc(NC(=O)CC2Oc3ccccc3NC2=O)c1 (stereo not drawn),17,7,7,8,-7,-2,-16,-109,2,-14,-17
CCOc1ccccc1OCCC(=O)OCC(=O)c1ccc[nH]1,1,12,-14,-4,21,-4,0,2,5,16,-11
COc1ccc(Cc2nc(-c3cccs3)no2)cc1OC,13,-3,-23,2,-11,-8,-6,-14,-17,-11,-10
Cc1cc(C)n2nc(/C(C#N)=C/c3ccccc3)c(C#N)c2n1,-20,-9,-13,-7,-18,-33,-10,1,-4,-3,-51
CC1(C)Cc2noc(N)c2C(C)(C)N1O,2,1,15,3,-10,12,-3,5,13,-15,-18
Cc1ccc(OCCOC(=O)c2nc3nccc(C)n3n2)cc1,1,-4,8,-12,9,-4,-10,0,-7,5,-4
Cc1cccc(NC(=O)COC(=O)[C@@H]2CCCN2C(=O)c2cccs2)c1,-22,2,0,-27,3,0,4,12,9,1,-2
O=C(CCCc1nc2ccccc2s1)N1CCN(c2ccccc2)CC1,0,24,8,0,5,7,8,-12,-3,-3,-22
O=C(O)/C=C/C(=O)Nc1ccc(SC(F)(F)C(F)(F)C(F)(F)F)cc1,-7,-1,10,-19,-6,-13,-4,1,9,-12,-40
CCCCn1c(N)c(N(CCOC)C(=O)COc2ccc(C(C)=O)cc2)c(=O)[nH]c1=O,29,-16,4,-11,6,4,4,-2,6,13,9
CN1C(=O)C(C)(C)c2cc(S(=O)(=O)N3CCCC(C(=O)NCc4ccccc4Cl)C3)ccc21 (stereo not drawn),15,16,10,17,-14,42,9,1,4,-8,9
CCC(C)NCCCCOc1ccc(Br)cc1 (stereo not drawn),-8,-1,-30,7,-4,-23,-5,13,12,-5,-2
CCOc1ccc(S(=O)(=O)n2nc(C)cc2C)c2ccccc12,1,1,-21,19,-8,-20,3,-8,11,20,9
O=C(COc1ccc(C2SCCS2)cc1)Nc1ccc(Cl)cc1,-9,-21,17,-2,3,19,-7,3,6,-7,17
CSc1nc(NCc2ccco2)c2sc3nc(C(C)C)c4c(c3c2n1)CC(C)(C)OC4,-1,18,4,26,-9,4,-10,-11,7,-2,10
O=C(CCS(=O)(=O)c1ccc2c(c1)NC(=O)CO2)NCc1ccccc1,-11,-15,3,-6,4,-1,-2,-15,-18,10,-5
CCOC(=O)C(NC(=O)c1ccccc1)C(C)(C)SCc1ccccc1 (stereo not drawn),0,25,-8,-9,-15,4,2,-4,-4,17,13
COc1ccc(CC(=O)Nc2sc3c(c2C(N)=O)CCCC3)cc1OC,-6,2,0,-5,12,14,8,5,18,8,12
Cc1cccn2c(=O)c(/C=C(\C#N)C(=O)NC3CCS(=O)(=O)C3)c(Oc3ccccc3Cl)nc12 (stereo not drawn),-15,0,-2,4,3,9,-2,16,18,-21,-1
Cc1ccc(C2(CCNS(=O)(=O)c3ccc(C)cc3)CCOC(C(C)C)C2)cc1 (stereo not drawn),1,6,10,-11,-5,30,1,-5,-6,3,19
COc1ccc(CCNC(=O)C2CCCN2C(=O)NC2CCCCC2)cc1OC (stereo not drawn),-2,4,0,15,-2,-32,-10,-11,1,2,6
O=C(Nc1nnc(S(=O)(=O)N2CCOCC2)s1)c1cccc(F)c1,-6,-14,-47,-7,9,-43,-20,-56,-37,-20,-24

# Following part:
SMILES,TRAIL sens C8,TWEAK Fn14 block,NCOA3 inh,CF NFkB block,KKLEB cytotox,Shn3 inh set2,EBV LMP1 NFkB,SRC1 inh,NR5A2 inv ag,NR2F2 inh,TROY signal inh
CCn1ccnc1CN1CCc2c([nH]c3ccccc23)C1C(C)(C)C (stereo not drawn),-5,8,14,-1,-10,16,-1,-18,-5,1,9
O=C(N=C1SC2CS(=O)(=O)CC2N1c1ccccc1)c1ccccc1 (stereo not drawn),-12,-9,-3,-6,10,-5,1,6,8,2,-2
C=CCc1cccc(/C=N/NC(=O)CNc2ccccc2)c1O,11,-5,26,-2,12,49,5,5,-15,2,10
Cc1c(Nc2ncnc3c2cnn3-c2ccccc2)c(=O)n(-c2ccccc2)n1C,3,26,-6,20,0,-14,-3,2,0,5,5
COc1ccc(NS(=O)(=O)c2cc(NC(=O)Cc3n[nH]c(=O)c4ccccc34)ccc2OC)cc1,-3,12,6,-5,-1,-1,-6,2,2,-8,1
Cc1ccc(/C=N/NC(=O)C[n+]2ccccc2)o1,3,6,22,3,2,9,0,0,6,-9,-8
Nn1c(-c2ccc(F)cc2)nc2ccccc2c1=O,-10,25,19,-18,8,-7,-2,-57,1,20,-2
Cc1ccc(OCCC(=O)OCC(=O)Nc2cc(C)nn2-c2ccccc2)cc1,-7,8,-16,2,-13,13,5,-8,22,13,-5

# Some of these compounds in order of number of heavy atoms, largest number first:
SMILES,TRAIL sens C8,TWEAK Fn14 block,NCOA3 inh,CF NFkB block,KKLEB cytotox,Shn3 inh set2,EBV LMP1 NFkB,SRC1 inh,NR5A2 inv ag,NR2F2 inh,TROY signal inh
COc1ccc(NS(=O)(=O)c2cc(NC(=O)Cc3n[nH]c(=O)c4ccccc34)ccc2OC)cc1,-3,12,6,-5,-1,-1,-6,2,2,-8,1
Cc1c(Nc2ncnc3c2cnn3-c2ccccc2)c(=O)n(-c2ccccc2)n1C,3,26,-6,20,0,-14,-3,2,0,5,5
Cc1ccc(OCCC(=O)OCC(=O)Nc2cc(C)nn2-c2ccccc2)cc1,-7,8,-16,2,-13,13,5,-8,22,13,-5
C=CCc1cccc(/C=N/NC(=O)CNc2ccccc2)c1O,11,-5,26,-2,12,49,5,5,-15,2,10
